Assay outcomes as filed in PubChem.
hIAP block – blocks human intestinal alkaline phosphatase. P09923. purified IAP, CDP-Star luminescence, 30 min. inhibition, % at 10 µM. 330,000 compounds, 0.12% hits. AID 2544;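 active = inhibition reaching a set limit with compound at 10 µM in the primary screen, cut at about 35% in these data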;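 also: plate controls were DMSO wells with enzyme for no effect and no-enzyme buffer wells for full effect; values of inactives mirror those of a sister screen read the other way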
Target sequence (P09923 whole entry, looked up): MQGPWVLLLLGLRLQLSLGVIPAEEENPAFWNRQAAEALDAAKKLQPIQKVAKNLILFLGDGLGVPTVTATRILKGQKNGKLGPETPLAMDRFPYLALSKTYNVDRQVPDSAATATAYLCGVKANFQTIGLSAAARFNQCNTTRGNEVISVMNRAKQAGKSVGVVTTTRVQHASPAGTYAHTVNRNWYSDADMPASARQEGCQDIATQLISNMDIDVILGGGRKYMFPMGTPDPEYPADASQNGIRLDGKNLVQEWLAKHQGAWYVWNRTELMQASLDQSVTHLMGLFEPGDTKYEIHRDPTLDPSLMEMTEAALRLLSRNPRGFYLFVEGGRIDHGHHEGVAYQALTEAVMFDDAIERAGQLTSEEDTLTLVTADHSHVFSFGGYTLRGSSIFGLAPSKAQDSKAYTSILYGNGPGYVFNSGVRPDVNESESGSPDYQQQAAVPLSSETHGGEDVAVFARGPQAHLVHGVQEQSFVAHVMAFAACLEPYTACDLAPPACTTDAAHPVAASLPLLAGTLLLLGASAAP
mIAP block – mouse IAP inhibition | AID 2806 | inhibition, % at 10 µM | 330,000 compounds, 0.2% hits | purified mouse IAP, CDP-Star luminescence, 30 min;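 active = inhibition of at least 40% at 10 µM in the primary screen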;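 also: plate controls were DMSO with enzyme for no effect and no enzyme wells for full effect; values of inactives mirror those of a sister screen read the other way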
Apaf-1 inh – inhibitors of human Apaf-1 apoptosome; O14727; reconstituted apoptosome caspase-3 activity, DEVD-Rh110 fluorescence; inhibition, % at 20 µM; 330,000 compounds, 0.71% hits; AID 489030; active = inhibition of at least 40% at 20 µM;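 also: plate controls were DMSO wells for no effect and DEVD-CHO caspase inhibitor wells for full effect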
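Medium: Hepes buffer, pH 7.5 / System: biochemical Apaf-1 apoptosome reconstitution / Measured by: Rh110 fluorescence, excitation 480 nm, emission 540 nm / Times: compound with Apaf-1, dATP, procaspase-3 30 min, then 50 min reaction, room temperature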
mIAP act – increases mouse intestinal alkaline phosphatase activity; activation factor at 10 µM; muIAP, CDP-Star luminescence, 30 min; active compounds read high; 1 = vehicle-only enzyme signal, 0 = enzyme-free wells; 330,000 compounds, 0.24% hits;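 active = activation factor of at least 2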; also: the source names both 10 and 20 µM as test concentration; values of inactives mirror those of a sister screen read the other way
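also added = chemiluminescent substrate CDP-Star | test system = mouse IAP enzyme | signal = chemiluminescence readout | compound = DMSO-dissolved test compounds | incubation = 30 min at room temperature | benchmarks = DMSO wells, no-enzyme wells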
ATG4B inhibitor – ATG4B (human) cysteine protease inhibition | inhibition, % at 8.33 µM | ATG4B cleavage of LC3-PLA2, NBD-HPC fluorescence, 1 h | 340,000 compounds, 0.51% hits; in the data active = inhibition above about 40%
Target sequence (Q9Y4P1 whole entry, looked up): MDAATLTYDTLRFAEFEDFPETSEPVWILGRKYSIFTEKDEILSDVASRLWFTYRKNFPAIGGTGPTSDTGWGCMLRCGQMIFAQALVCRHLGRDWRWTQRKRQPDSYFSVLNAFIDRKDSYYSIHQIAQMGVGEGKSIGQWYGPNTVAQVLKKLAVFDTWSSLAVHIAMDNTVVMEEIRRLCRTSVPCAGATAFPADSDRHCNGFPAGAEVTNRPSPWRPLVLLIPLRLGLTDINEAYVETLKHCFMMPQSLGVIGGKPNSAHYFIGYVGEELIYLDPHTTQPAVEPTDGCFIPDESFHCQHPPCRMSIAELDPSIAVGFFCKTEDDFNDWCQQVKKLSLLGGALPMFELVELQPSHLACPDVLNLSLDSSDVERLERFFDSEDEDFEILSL
NALP3 yeast inh – inhibitors of NALP3 inflammasome in yeast; 330,000 compounds, 0.39% hits; inhibition, % at 10 µM; AID 2825; Yeast reconstituted NLRP3/ASC/caspase-1, beta-gal luminescence, 24 h;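 active = inhibition of 50% or more; inactive = inhibition below 50%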;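 also: plate controls were induced DMSO wells for no effect and uninduced yeast grown without galactose for full effect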
TIM10 inh – TIM10 yeast growth inhibition; 330,000 compounds, 1.4% hits; AID 463195; inhibition, % at 10 µM; S. cerevisiae TIM10 strain growth, BacTiter-Glo luminescence, 24 h;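 active = inhibition of 40% or more at the single tested concentration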;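 also: wild-type TIM10 isogenic control strain grown at permissive 25 °C; 0% = DMSO yeast wells and 100% = minimal medium wells without yeast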
tim10-1 inh – tim10-1 yeast growth inhibition. inhibition, % at 20 µM. S. cerevisiae tim10-1 ts strain growth, BacTiter-Glo, 24 h. 330,000 compounds, 2.2% hits;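 active = inhibition of at least 40%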;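 also: mutant grown at 25 °C; 0% = DMSO wells with yeast and 100% = wells holding no yeast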
hIAP activ – increases human intestinal alkaline phosphatase activity; P09923; activation factor at 10 µM; 330,000 compounds, 0.16% hits; purified human IAP, CDP-Star luminescence, 30 min; active compounds read high; 1 = vehicle-only enzyme, 0 = enzyme-free background;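 active = activation factor of the enzyme at least 2-fold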; also: the source names both 10 and 20 µM as test concentration; values of inactives mirror those of a sister screen read the other way
Starred values were filed as active, the others as inactive; · = not tested or not shown.

Fields – hIAP block	mIAP block	Apaf-1 inh	mIAP act	ATG4B inhibitor	NALP3 yeast inh	TIM10 inh	tim10-1 inh	hIAP activ
#1 CCc1ccc(C(=O)NNC(=O)c2ccc3c(=O)n4c(nc3c2)CCC4)cc1
    -7.9	2.6	3.9	0.974	6.8	10.3	-0.8	-7.3	1.08
#2 Cc1cc(C(=O)OCC(=O)c2c(N)n(C)c(=O)n(C)c2=O)c(C)n1-c1ccccc1
    17.1	3.0	6.1	0.97	-0.8	4.0	-4.5	-2.0	0.829
#3 CN1CCc2c(c3c(n2C)CCN(C)C3c2ccc(F)cc2)C1c1ccc(F)cc1 (centres undefined)
    21.5	-3.1	3.8	1.03	-1.6	-1.0	13.6	32.1	0.785
#4 CC(=O)Nc1cccc(OCCCNC(=O)c2ccc(F)cc2)c1
    -14.7	-1.6	5.9	1.02	-2.3	12.4	-16.2	4.0	1.15
#5 COc1ccc(NN=Nc2ccc([N+](=O)[O-])cc2)cc1
    19.5	8.8	-13.4	0.912	-1.7	15.1	11.6	14.5	0.805
#6 CCC(=O)Nc1nc(C)c(Oc2ccccc2)c(=O)[nH]1
    -2.8	3.0	-5.8	0.97	-4.1	22.1	-11.0	0.8	1.03
#7 COc1ccc(CCNc2cc(=O)[nH]c(N)n2)cc1
    -20.9	-4.3	-3.8	1.04	-3.9	24.3	0.4	-2.2	1.21
#8 COC(=O)c1ccccc1NC(=O)Nc1ccc(C(=O)N2CCCC2)cc1
    -1.6	13.7	-2.5	0.863	-2.7	5.6	2.0	12.2	1.02
#9 CCN1C(=NCc2ccccc2)N[C@@H](c2ccccc2)[C@H](C(=O)OC)[C@H]1C
    5.4	-16.6	9.4	1.17	-2.1	12.1	-1.0	6.1	0.946
#10 Cc1cccc(Nc2ccc(S(=O)(=O)N3CCOCC3)cc2[N+](=O)[O-])c1
    9.0	8.6	6.8	0.914	3.2	1.8	-3.7	0.0	0.91
#11 COc1ccc(-c2nnc3sc(COc4ccc(C)cc4)nn23)cc1
    -6.9	-3.6	17.2	1.04	0.1	33.3	10.2	15.6	1.07
#12 CCc1cc2cc3c(cc2nc1SCC(=O)Nc1nnc(C)s1)OCCO3
    -29.9	-7.8	4.8	1.08	-0.5	-12.8	-6.8	-17.5	1.3
#13 CC(=O)NC1=NN(C(C)=O)C(C)(c2ccccn2)S1 (centres undefined)
    -15.8	-2.9	5.8	1.03	-2.8	16.1	-1.6	26.7	1.16
#14 COc1ccc(/C=N/NC(=O)c2sc3nc(C)cc(C)c3c2N)cc1
    -12.2	-23.1	-16.9	1.23	-3.8	3.1	9.3	-8.0	1.12
#15 CN(C)/C=N/c1nc2nccc(-c3ccccc3)n2n1
    -2.0	5.8	-3.0	0.942	-8.0	-5.8	12.7	9.3	1.02
#16 Cc1ccc(C)c(C(=O)Nc2c(C(N)=O)oc3ccccc23)c1
    7.7	9.8	4.4	0.902	5.1	29.7	-1.3	2.9	0.923
#17 COc1cc(OC)nc(-n2ncc(OC)c(Br)c2=O)n1
    2.8	-1.9	2.6	1.02	1.7	17.8	-2.7	-1.7	0.972
#18 COc1ccccc1NC(=O)NCCN1CCCCC1
    9.0	-5.4	-15.3	1.05	2.6	0.5	4.3	-0.8	0.91
#19 Cn1c(=O)c2sccc2n(Cc2ccc(Br)cc2)c1=O
    38.1*	0.1	-0.9	0.999	3.4	18.3	-5.0	-19.9	0.619
#20 CC1(c2ccccc2Cl)NC(=O)N(CC(=O)NCCC2=CCCCC2)C1=O (centres undefined)
    -14.9	-4.7	8.0	1.05	-8.5	10.0	-16.8	-14.0	1.15
#21 COc1cc(NC(=O)NC(C)(C(F)(F)F)C(F)(F)F)cc(OC)c1OC
    -13.2	-54.4	2.3	1.54	5.4	-1.4	6.3	10.6	1.13
#22 CC(NC=O)c1nc2ccccc2n1CCc1ccccc1 (centres undefined)
    -21.6	11.6	-10.0	0.884	2.6	12.1	10.1	3.5	1.22
#23 CCc1cccc(NC(=O)NC(=O)Cn2nnc(C(=O)OC)c2C(=O)OC)c1
    1.5	5.3	6.6	0.947	-10.4	11.2	-11.3	19.3	0.985
#24 COC(=O)c1nnn(-c2nonc2N)c1CSc1ccc(Cl)cc1
    -14.4	0.3	6.6	0.997	3.2	16.1	-13.0	-0.9	1.14
#25 C[C@H](NC(=O)c1nc[nH]c1C(=O)NC1CCNCC1)C(=O)OCc1ccccc1
    -12.1	14.6	-6.1	0.854	·	11.3	-0.3	7.9	1.12
#26 CCOC(=O)c1c(C)[nH]c(C(=O)COC(=O)CCS(=O)(=O)c2ccc(C)cc2)c1C
    6.9	2.6	12.6	0.974	-9.8	8.0	4.9	19.3	0.931
#27 COC(=O)C1(C)NC(c2ccc(OC)cc2)C2C(=O)N(c3ccccc3)C(=O)C21 (centres undefined)
    10.8	3.7	1.1	0.963	-4.0	7.6	11.0	-4.7	0.892
#28 O=C(Nc1cccc(Br)c1)c1ccc(OC2CSC2)cc1
    -12.2	-29.0	17.9	1.29	·	20.6	1.9	-11.5	1.12
#29 O=C(Nc1nnc(Cc2ccccc2)s1)c1ccco1
    0.1	3.2	-6.5	0.968	5.4	21.3	33.8	50.3*	0.999
#30 COc1cc(/C=N/NC(=O)Cc2csc(N3CCOCC3)n2)cc(OC)c1O
    -10.3	0.8	-3.9	0.992	-0.8	6.6	-2.0	-132.6	1.1

Compounds from the list above with a furan ring, fused or not, in the order listed:
Fields – hIAP block	mIAP block	Apaf-1 inh	mIAP act	ATG4B inhibitor	NALP3 yeast inh	TIM10 inh	tim10-1 inh	hIAP activ
#16 Cc1ccc(C)c(C(=O)Nc2c(C(N)=O)oc3ccccc23)c1
    7.7	9.8	4.4	0.902	5.1	29.7	-1.3	2.9	0.923
#29 O=C(Nc1nnc(Cc2ccccc2)s1)c1ccco1
    0.1	3.2	-6.5	0.968	5.4	21.3	33.8	50.3*	0.999

Full records as entered above. Values in the order: hIAP block	mIAP block	Apaf-1 inh	mIAP act	ATG4B inhibitor	NALP3 yeast inh	TIM10 inh	tim10-1 inh	hIAP activ
`O=C(Nc1cccc(Br)c1)c1ccc(OC2CSC2)cc1` is entered as -12.2	-29.0	17.9	1.29	·	20.6	1.9	-11.5	1.12
`O=C(Nc1nnc(Cc2ccccc2)s1)c1ccco1` is entered as 0.1	3.2	-6.5	0.968	5.4	21.3	33.8	50.3*	0.999

Next section.
Fields – hIAP block	mIAP block	Apaf-1 inh	mIAP act	ATG4B inhibitor	NALP3 yeast inh	TIM10 inh	tim10-1 inh	hIAP activ
#31 CCn1c(SCC(=O)N/N=C/c2ccc(C)s2)nc2ccccc21
    1.1	15.7	11.4	0.843	-8.3	5.5	11.8	34.1	0.989
#32 NCCCCC(=O)O
    -34.0	-11.3	1.4	1.11	-4.1	17.9	8.1	11.9	1.34
#33 COc1ccc(C(=O)NCC2COc3ccccc3O2)cc1S(=O)(=O)N1CCOCC1 (centres undefined)
    2.2	0.6	-4.4	0.994	2.8	-5.8	8.1	7.1	0.978
#34 Nc1nc(Nc2ccccc2)nc(NCc2ccccc2)c1[N+](=O)[O-]
    11.1	7.9	26.4	0.921	8.8	18.0	31.0	39.8	0.889
#35 CCc1ccc(S(=O)(=O)NCc2cn3ccccc3n2)s1
    -14.2	3.0	-4.3	0.97	-1.1	-3.2	0.9	0.7	1.14
#36 c1coc(Cn2nnnc2CN2CCN(C3CCCC3)CC2)c1
    -24.9	-8.8	11.7	1.09	-0.3	-6.3	-2.8	1.4	1.25
#37 S=c1[nH]nc(-c2ccc3ccccc3n2)n1-c1cc(Cl)cc(Cl)c1
    -15.2	-0.9	15.9	1.01	-1.5	11.7	37.8	22.3	1.15
#38 CC1(O)C(=O)c2ccccc2N(c2ccccc2)C1=O (centres undefined)
    7.1	3.5	-4.4	0.965	-4.4	14.8	0.4	11.3	0.929
#39 Nc1cc(=O)nc(SCC(=O)Nc2ccccc2Cl)n1-c1ccccc1
    -1.4	1.8	5.6	0.982	-2.5	10.8	-13.4	15.3	1.01
#40 CCCCn1nc2cc(C(=O)NCc3ccco3)ccc2c1OCC
    1.5	1.5	5.6	0.985	-2.1	6.6	10.9	17.4	0.985
#41 COc1ccc(NC(=O)Nc2cc(C)cc(C)c2)cn1
    -0.6	-71.2	1.2	1.71	5.5	16.3	-5.7	-11.1	1.01
#42 Cc1cc(C)nc(NCCO)n1
    7.9	12.6	-1.3	0.874	5.0	18.6	7.3	11.5	0.921
#43 O=c1c(Cl)c(N2CCOCC2)cnn1-c1nc2ccccc2[nH]1
    8.6	4.7	-3.2	0.953	-0.6	18.1	-15.6	-9.3	0.914
#44 CC(C)COc1ccc(/C(O)=C2/C(=O)C(=O)N(CCN(C)C)C2c2ccncc2)cc1 (centres undefined)
    -1.4	-7.1	-1.7	1.07	-8.6	15.2	1.1	-7.3	1.01
#45 C(=N\Nc1nc(N2CCOCC2)nc(N2CCOCC2)n1)/c1cccnc1
    23.6	3.5	-15.3	0.965	1.2	27.8	4.4	6.5	0.764
#46 COCc1cc(C)nc(OCC(=O)N/N=C/c2ccc(OC)c(O)c2)c1C#N
    -52.0	-5.7	3.6	1.06	-15.8	-2.4	16.4	21.8	1.52
#47 COc1ccc(-n2nc(C(=O)NCC(=O)N3CCN(Cc4ccccc4)CC3)c3ccccc3c2=O)cc1OC
    -5.8	-0.9	13.3	1.01	2.4	9.8	-10.2	6.2	1.06
#48 O=C1CC(Cc2ccccc2)C(=O)N1Cc1ccco1 (centres undefined)
    -0.9	4.2	14.2	0.958	-2.9	19.4	6.1	7.8	1.01
#49 COc1ccc(C(=S)N2CCN(c3cccc(Cl)c3)CC2)cc1
    -23.0	3.0	-1.4	0.97	3.8	5.5	6.0	24.6	1.23
#50 CS(=O)(=O)c1ccc2nc(NC(=O)CN3C(=O)NC4(CCCC4)C3=O)sc2c1
    -13.1	6.4	4.6	0.936	-1.9	9.9	7.5	4.9	1.13
#51 O=C(/C=C/c1ccc(Cl)cc1)OCC(=O)c1ccc[nH]1
    4.7	6.9	-6.3	0.931	-6.3	1.7	-2.4	-0.3	0.953
#52 CNC(=O)N(O)C1N(/N=C/c2cc(Br)ccc2O)C(=S)SC1(C)C (centres undefined)
    -16.8	6.1	10.8	0.939	18.1	26.1	14.5	24.2	1.17
#53 CC(NC(=O)C(C)(C)C)C(c1cccs1)N1CCOCC1 (centres undefined)
    -18.1	-10.4	-11.5	1.1	-3.4	9.6	-12.4	3.9	1.18
#54 O=S(=O)(NCc1ccccc1)c1ccc2ccccc2c1
    5.8	1.1	11.3	0.989	15.4	28.2	23.0	5.5	0.942
#55 COc1cc(C2=NOC(C(=O)Nc3cccnc3)C2)cc(OC)c1OC (centres undefined)
    -4.3	1.8	-18.2	0.982	-13.6	-6.5	-5.6	8.9	1.04
#56 COc1ccc(/C=C/C(=O)N(Cc2ccccc2)c2ccccn2)cc1OC
    7.0	-1.8	4.1	1.02	-3.8	4.8	-2.1	17.8	0.93
#57 CCOc1ccccc1C(=O)OCC(=O)Nc1ncc(C(F)(F)F)cc1Cl
    -10.1	7.8	9.4	0.922	-14.4	16.6	11.9	15.4	1.1
#58 CCS(=O)(=O)Nc1ccc2c(c1)OCO2
    0.2	4.1	-7.7	0.959	2.9	27.6	9.0	2.7	0.998
#59 NC(=O)c1nn(CC(=O)Nc2cccc(S(=O)(=O)N3CCCCCC3)c2)c(=O)c2ccccc12
    3.3	-8.3	12.1	1.08	-50.8	-7.3	1.2	6.3	0.967
#60 COc1ccc(-c2noc(N3CCC(C(=O)N(C)c4ccccc4C)CC3)n2)cc1
    3.4	3.4	13.4	0.966	-21.0	-2.7	10.9	-7.6	0.966

Taken from above.
Value of no. 36 in mIAP block: -8.8
Value of no. 59 in mIAP block: -8.3
